SIRT5 inh: blocks human SIRT5 desuccinylation of peptide. inhibition, % at 15 µM. Purified SirT5, succinyl-peptide AMC, trypsin-coupled fluorescence. 330,000 compounds, 1.1% hits. Q9NXA8; in the data active = inhibition above about 15%
Target sequence (Q9NXA8 whole entry, looked up): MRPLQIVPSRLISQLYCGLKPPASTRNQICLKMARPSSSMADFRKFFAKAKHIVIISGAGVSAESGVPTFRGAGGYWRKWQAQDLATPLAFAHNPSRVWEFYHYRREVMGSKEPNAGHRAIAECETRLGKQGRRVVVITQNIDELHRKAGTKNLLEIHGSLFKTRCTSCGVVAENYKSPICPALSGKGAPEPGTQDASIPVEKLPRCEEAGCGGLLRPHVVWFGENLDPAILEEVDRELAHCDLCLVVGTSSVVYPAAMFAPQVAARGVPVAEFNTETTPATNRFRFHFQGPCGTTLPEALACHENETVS
miR122 inh: miR-122 inhibition in Huh7 cells. AID 602342. Huh7 miR-122 Renilla luciferase sensor, 48 h; neutral wells = 0, positive control = 100. 340,000 compounds, 0.3% hits. activation (reporter increase), % at 12.5 µM;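 active = mean replicate activation score at least 90 and every replicate individually at or above 90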;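 note: higher luciferase means less miR-122 activity so hits act as miR-122 inhibitors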
ARNT TACC3 PPI: ARNT/TACC3 interaction disruption; inhibition, % at 9.99 µM; 390,000 compounds, 0.66% hits; AlphaScreen His-ARNT PAS-B/GST-TACC3 binding, luminescence; TACC3 fragment carries E629A point mutation; AID 623870;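 active = mean inhibition of replicates at least 50% and at least half of replicates each reaching 50%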;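 note: 0% = complete ARNT plus TACC3 wells and 100% = ARNT alone without TACC3; many hits fall short of the cut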
Cneo AK release: causes C. neoformans cell lysis. lysis activity, % at 15 µM. 360,000 compounds, 0.2% hits. adenylate kinase release luminescence, 4 h; normalised: neutral wells 0, clomiphene wells 100. AID 651654;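 active = mean lysis activity across replicates of at least 80%, whatever share of replicates individually reach that level; inactive = mean lysis activity below 80%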
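Assay system: log-phase C. neoformans yeast / Quantity: yeast cell density of 5 × 10^6 cells/mL / Medium: fresh YPD growth medium / Compound: single dose / Timing: static 4 h at 37 °C with compound, 1 h detection / Measured by: adenylate kinase release luminescence / Read-out: lysis from increased AK signal / Benchmarks: Clomiphene as positive lysis control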
ERp5 block: inhibitors of human ERp5; inhibition, % at 9.99 µM; Q15084; 350,000 compounds, 0.05% hits; ERp5 insulin aggregation, absorbance 650 nm, 90 min; AID 651711;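 active = mean replicate inhibition above about 25%, with every replicate also reaching it, limit read from the data, passing the limit was not always enough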
Target sequence (Q15084 whole entry, looked up): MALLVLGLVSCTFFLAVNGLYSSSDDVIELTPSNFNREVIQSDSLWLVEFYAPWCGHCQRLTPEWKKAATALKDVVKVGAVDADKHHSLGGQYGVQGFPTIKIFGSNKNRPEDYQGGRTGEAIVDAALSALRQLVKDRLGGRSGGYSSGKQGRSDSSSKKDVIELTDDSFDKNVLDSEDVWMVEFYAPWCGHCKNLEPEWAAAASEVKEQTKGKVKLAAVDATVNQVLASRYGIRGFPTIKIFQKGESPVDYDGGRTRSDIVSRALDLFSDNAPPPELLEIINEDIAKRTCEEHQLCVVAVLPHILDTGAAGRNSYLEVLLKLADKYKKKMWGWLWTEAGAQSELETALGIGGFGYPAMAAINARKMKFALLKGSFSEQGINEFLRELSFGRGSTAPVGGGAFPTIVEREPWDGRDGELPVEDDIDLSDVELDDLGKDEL
esBAF inh: SWI/SNF esBAF complex inhibition. 350,000 compounds, 2% hits. reporter increase, % at 12.5 µM. mouse ES cells, Bmi1-luciferase knock-in reporter, 24 h; 100% = twice the neutral-well signal; in the data active = activation above about 40%;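 note: 0% = median of the plate's neutral control wells and 100% = double that signal; a rise in the Bmi1 reporter signal indicates esBAF inhibition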
Statin myotox sup: protects C2C12 myotubes from simvastatin toxicity. AID 602340. rescue of ATP level, % at 7.49 µM. 330,000 compounds, 0.78% hits. ATP luminescence, 48 h; scaled: DMSO 0, geranylgeraniol control 100;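 active = mean ATP rescue above about 67%, or every replicate alone reaching that limit, limit read from the data, passing the limit was not always enough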;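 note: myotubes were challenged with 10 µM simvastatin during compound exposure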
Active calls of the source: *; / = no result given; & = joins results of further samples; [ ] = another dose, or the depositor's remark.

Start of the data: the first four entries as a preview:
SMILES	SIRT5 inh	miR122 inh	ARNT TACC3 PPI	Cneo AK release	ERp5 block	esBAF inh	Statin myotox sup
CC(Cn1nnc2ccccc21)C(=O)O (configuration not stated)	-5.9	/	-9.8	/	5.6	/	/
COc1cccc(-c2nc3ccccc3s2)c1O	-0.7	6.1	-0.4	-7.2	-1.7	-3.8	1.1
C[C@@H]1CN([C@H](C)CO)C(=O)c2cc(NC(=O)CCC(F)(F)F)ccc2O[C@H]1CN(C)Cc1ccc(C(=O)O)cc1	-1.4	1.6[16.7 µM]	-2.4	2.1	1.2	6.3	2.6
C[C@H](O)C#Cc1ccc2c(c1)O[C@@H](CN(C)CC1CCCC1)[C@H](C)CN([C@@H](C)CO)S2(=O)=O	3.3	9.2[16.7 µM]	6.0	2.2	-1.2	-3.0	-138.3

The listing, from the first entry:
SMILES	SIRT5 inh	miR122 inh	ARNT TACC3 PPI	Cneo AK release	ERp5 block	esBAF inh	Statin myotox sup
CC(Cn1nnc2ccccc21)C(=O)O (configuration not stated)	-5.9	/	-9.8	/	5.6	/	/
COc1cccc(-c2nc3ccccc3s2)c1O	-0.7	6.1	-0.4	-7.2	-1.7	-3.8	1.1
C[C@@H]1CN([C@H](C)CO)C(=O)c2cc(NC(=O)CCC(F)(F)F)ccc2O[C@H]1CN(C)Cc1ccc(C(=O)O)cc1	-1.4	1.6[16.7 µM]	-2.4	2.1	1.2	6.3	2.6
C[C@H](O)C#Cc1ccc2c(c1)O[C@@H](CN(C)CC1CCCC1)[C@H](C)CN([C@@H](C)CO)S2(=O)=O	3.3	9.2[16.7 µM]	6.0	2.2	-1.2	-3.0	-138.3
C[C@H]1CN([C@@H](C)CO)C(=O)c2cccc(NS(=O)(=O)c3cn(C)cn3)c2O[C@H]1CN(C)S(=O)(=O)c1ccc(Cl)cc1	9.8	1.7[16.7 µM]	-3.3	3.7	-4.8	3.1	-21.3
C[C@H]1CN([C@@H](C)CO)C(=O)c2cc(C#Cc3ccccc3F)cnc2O[C@H]1CN(C)S(=O)(=O)c1ccccc1F	3.0&1.9	-4.0&-5.8[16.7 µM]	-6.5&-9.5	-2.9&0.6	2.3&-0.9	0.0&-3.9	-6.0&-98.7
O=C(NCC1CC1)c1cccc2c1C(=O)c1ccc(N3CCCC3)cc1S2(=O)=O	1.6	-2.6	-4.9	-1.3	4.5	7.3	-17.6
Cc1cc(O)c(C(C)C)cc1NC(=O)c1cccc(Cl)c1	0.0	1.1	0.4	-7.0	0.3	12.0	3.0
CCC(=O)N1CCN(c2ccc(NC(=O)c3cc4ccccc4o3)cc2)CC1	/	0.0	/	1.7	/	24.9	-23.5
C[C@@H]1CN([C@H](C)CO)S(=O)(=O)c2ccc(C#CC(C)(C)O)cc2O[C@@H]1CN(C)C(=O)C1CCC1	-5.3	8.0[16.7 µM]	1.0	0.6	-1.1	-0.2	2.1
COc1ccc(CNC(=O)COC(=O)c2n[nH]c3ccccc23)cc1OC	/	-3.4	-1.4	4.3	/	0.8	0.9
C[C@@H]1CN([C@H](C)CO)C(=O)c2cc(NS(=O)(=O)c3ccc(Cl)cc3)ccc2O[C@@H]1CN(C)Cc1ccc(Oc2ccccc2)cc1	1.0	-1.4[16.7 µM]	3.3	7.6	8.3	1.9	55.7
COc1ccc(NC(=O)N2C[C@H](O)COC[C@@H]3O[C@@H](CC(=O)NCc4ccccc4OC)CC[C@H]32)cc1	-2.3	3.1[16.7 µM]	-1.9	0.3	11.8	2.1	10.9
COc1ccc(S(=O)(=O)N2CC=C(c3ccccc3)CC2)cc1OC	-6.8	7.1	/	0.1	1.5	6.2	-10.2
CCOC(=O)Cc1csc(NS(=O)(=O)c2ccc3ccccc3c2)n1	-4.4	-4.6	-4.6	-1.1	-0.4	-4.4	-7.3
CCOC(=O)c1c(-c2ccco2)csc1NC(=O)CSc1nnc(N)s1	-6.5	-0.8	2.3	0.1	3.0	2.1	-28.8
CCOC(=O)c1cc(C)n(S(=O)(=O)c2ccc(C)cc2)c1C	/	-13.9	-3.4	-1.1	/	-3.3	3.1
Cc1ccc(S(=O)(=O)N2CCOCC2)cc1NC(=O)COC(=O)c1ccc(Br)cc1	/	-1.8	-9.5	-0.9	1.4	12.0	2.2
COc1cccc(C#Cc2ccc([C@@H]3[C@@H](C#N)N[C@@H]3CO)cc2)c1	0.7	/	14.6	-0.6	4.7	9.6	20.6
O=C(COC(=O)c1c[nH]c2ccccc12)Nc1ccc([N+](=O)[O-])cc1	-2.6	/	/	/	0.2	8.5	5.0
COc1ccc(S(=O)(=O)Nc2ccc3c(c2)[C@H]2C[C@@H](CC(=O)N(C)C)O[C@@H](CO)[C@H]2O3)cc1	-1.1	11.5[16.7 µM]	2.3	-7.6	-1.4	5.3	-0.9
Clc1ccc(-c2nc(Cc3ccccc3)no2)cc1	-3.0	/	-1.7	0.1	6.8	69.7*	-3.5
CCC(=O)Nc1ccc(C(=O)Nc2ccc(Br)cc2F)cc1	-1.2	-0.6	2.4	-0.5	-0.9	29.7	-9.9
Cc1onc(-c2ccccc2)c1C(=O)Nc1sc2c(c1C#N)CCC2	/	6.6	-2.8	-1.9	/	-15.4	2.4
COc1ccc2nc(/C(C#N)=C\c3ccc(C(=O)O)cc3)[nH]c2c1	3.5	/	19.1	/	-6.0	/	/
COC(=O)C(NC(=O)C(CC(C)C)NC(=O)C1CCC(C)CC1)C(C)C (configuration not stated)	/	2.0	-3.4	0.1	/	2.6	-16.1
CN(CC(=O)Nc1cccc(F)c1)C(=O)Cc1n[nH]c(=O)c2ccccc12	-3.4	/	-3.0	/	2.9	/	/
C[C@@H]1CN([C@H](C)CO)C(=O)c2cc(C3=CCCC3)cnc2O[C@@H]1CN(C)Cc1ccc(F)cc1	3.0	40.1[16.7 µM]	7.5	50.1	6.4	-14.6	6.9
COc1ccccc1CNC(=O)C1CCN(S(=O)(=O)c2c(C)noc2C)CC1	/	1.5	-3.4	-1.0	/	-3.3	-12.0
Cc1ccc(C(=O)NC2CCCCC2)cc1S(=O)(=O)N1CCCC1	-0.1	2.3	-7.5	-1.5	0.1	29.5	3.4
CC(c1ccco1)N(C(=O)COc1ccccc1[N+](=O)[O-])c1ccccn1 (configuration not stated)	/	13.8	-0.2	0.0	/	5.0	-23.6
COc1cccc(NC(=O)N[C@H]2CC[C@@H](CC(=O)N3CCOCC3)O[C@H]2CO)c1	8.2	/	11.5	43.2	-0.5	-1.9	2.2
CN1c2ccc(C#Cc3cccnc3)cc2[C@H]2[C@H](CCN2S(=O)(=O)c2ccc(F)cc2)[C@@H]1CO	0.3	15.2[16.7 µM]	-4.0	5.2	-3.9	0.4	-14.4
COc1cccc(NC(=O)CN(C)C(=O)c2c(-c3c(F)cccc3Cl)noc2C)c1	-0.7	7.0	/	5.1	-2.7	-7.2	1.6
O=C(CCCc1ccccc1)Nc1nnc(C(F)(F)F)s1	2.6	-6.0	-6.0	-2.1	2.4	1.3	-8.4
Cc1ccc(S(N)(=O)=O)c(C)c1-n1cnnn1	-2.4	/	1.7	/	-6.9	/	/
CCCNC(=O)N(C)C[C@@H]1Oc2ncc(-c3cccc(C#N)c3)cc2C(=O)N([C@H](C)CO)C[C@@H]1C	-2.7	/	-3.9	-0.2	-2.4	7.2	5.4
CNC(=O)Nc1cccc(C(F)(F)F)c1	/	-3.8	-3.7	0.1	/	-1.3	2.4
CC(C)(C)S(=O)N1Cc2cc(C(=O)O)nc(-c3cccc(-c4cccc(F)c4)c3)c2[C@H]1CCO (some centres not stated)	0.1	/	1.2	4.0	-3.5	-4.3	/
Cc1ccc(OCCCn2cc(C#N)c3ccccc32)cc1	/	-6.8	-6.7	-4.1	/	7.5	-1.1
CCCCc1nc(SCC(=O)Nc2ccc(S(N)(=O)=O)cc2)n[nH]1	/	-9.0	-4.8	0.0	/	2.6	-2.8
COc1ccccc1CNC(=O)c1ccc(-c2ccccc2)cc1	-1.4	-2.9	-1.1	2.0	6.4	/	/
O=C(NCC[C@@H]1CC[C@H](NC(=O)C2CC2)[C@@H](CO)O1)Nc1ccc(C(F)(F)F)cc1	-4.8	/	2.4	-3.6	0.9	-1.2	-15.8
Cc1ccc(SCc2cn3ccccc3n2)cc1	-3.8	2.9	2.8	0.6	-5.1	38.5	-16.8
Cc1cccc(NC(=O)c2ccc(S(=O)(=O)N(C)C)cc2)c1	0.3	1.8	6.1	-5.1	-2.5	20.8	-26.6
CNC(=S)NNC(=O)c1ccc(=O)n(Cc2ccc(Cl)cc2Cl)c1	/	-6.6	3.8	0.8	1.4	2.1	-10.0
O=S(=O)(c1ccc(Oc2ccc(Cl)cc2)c(S(=O)(=O)N2CCCCC2)c1)N1CCCCC1	/	5.2	2.3	-1.1	/	0.3	-1.5
O=C(Nc1cccnc1)c1cc(-c2cccs2)on1	/	-2.8	-8.1	-7.0	/	-2.2	-17.7
Cc1ccc(N2CC(C(=O)OCC(=O)NNC(=O)c3ccccc3)CC2=O)cc1 (configuration not stated)	-0.3	-3.2	-3.6	-1.1	11.3	-9.3	-5.8
Cn1nccc1-c1ccc(C(=O)NCc2ccco2)c2occc12	/	-0.4	/	-2.1	5.3	25.4	7.5
Remaining list, next part
SMILES	SIRT5 inh	miR122 inh	ARNT TACC3 PPI	Cneo AK release	ERp5 block	esBAF inh	Statin myotox sup
CC(C)(C)OC(=O)N[C@@H](COCc1ccccc1)C(=O)N[C@@H](CO)[C@H](O)[C@@H]1C[C@@H]1C(=O)N1CCCC1	-3.7	2.9	9.1	0.8	-6.4	-0.8	6.4
C[C@H](O)[C@@H]1CN2CCc3c([nH]c4ccccc34)[C@@H]2C[C@@H]1N(C)C(=O)c1ccco1	-0.8	3.3	/	0.0	-1.5	0.0	-10.4
O=S(=O)(NC1CCCCCCC1)c1ccccc1	2.1	45.0	28.1	-0.4	4.0	-9.2	7.2
COC(=O)c1scc(S(=O)(=O)C(C)C)c1N/N=C(\C#N)C(=O)c1ccc(Cl)cc1	1.9	/	-6.7	/	0.0	/	/
COc1ccccc1CNC(=O)C1CCN(C(=O)c2sccc2-n2cccc2)CC1	-3.7	-0.9	-3.8	0.9	3.1	-0.8	-5.2
Cc1cccc(CC2CC(=O)N(c3ccc([N+](=O)[O-])cc3)C2=O)c1 (configuration not stated)	-2.2	-6.3	6.8	1.6	-1.0	-0.8	8.9
COc1ccc(NC(=O)c2ccc3nccnc3c2)cc1	/	5.2	-2.9	/	/	30.8	1.7
CCc1ccc(/C=C2/SC(=S)N(CCC(=O)Nc3cccc(C(=O)O)c3)C2=O)cc1	3.1	-5.0	5.2	-1.0	0.2	/	/
CCOc1ccc(-c2nnn(CC(=O)NCc3ccc4c(c3)OCO4)n2)cc1	/	0.7	-3.1	-0.8	/	3.2	/
COc1ccccc1CP(=O)(c1ccccc1)c1ccccc1	/	-5.2	-4.7	2.1	/	/	/
Cc1ccccc1S(=O)Cc1ccc(C(=O)N2CCN(C(=O)c3ccco3)CC2)o1 (configuration not stated)	0.0	-10.0	-14.8	0.2	-7.6	-3.2	-0.6
CCOc1ccc2nc(NC(=O)CS(=O)(=O)c3ccc(C)cc3)sc2c1	31.6*	-1.9	-1.8	-2.5	-1.2	2.2	-4.8
O=C1C=C(c2ccc(F)cc2OCc2ccccc2)C[C@@H](c2ccc3c(c2)OCO3)C1	0.9	1.7	0.5	1.5	-3.5	1.9	2.4
CCc1ccccc1-n1nnnc1SCC(=O)Nc1cc(C)on1	-1.6	1.3	-1.5	-4.4	0.9	-2.7	22.8
Cc1ccccc1CSc1nnc(-c2ccccc2)c(=O)[nH]1	3.3	-0.6	4.5	/	-0.2	3.9	6.1
CO[C@@H]1CC[C@@H]2CCOc3ccc(C#N)cc3C(=O)N(C)[C@H](C)C(=O)N(C)C[C@@H]1O2	-2.3	/	12.2	2.8	7.4	-2.9	4.9
COCCNc1nc(Oc2ccc(Cl)c(Cl)c2)c2sccc2n1	0.7	-4.8	/	0.9	5.0	-6.6	6.5
N#CC(C(=O)Nc1cccc(Cl)c1)=C1Nc2ccccc2N1	/	1.3	4.0	-2.8	/	7.8	/
CCC(C)N(C(=O)COC(=O)C1C(C(=O)OC)=C(C)NC(C)=C1C(=O)OC)C1CCS(=O)(=O)C1 (configuration not stated)	-2.3	/	-12.9	/	-6.2	/	/
